# From PubChem BioAssay
# miR122 inh = inhibitors of miR-122 in Huh7 cells. Huh7 miR-122 Renilla luciferase sensor, 48 h; neutral wells = 0, positive control = 100. activation (reporter increase), % at 12.5 µM. 340,000 compounds, 0.3% hits. AID 602342;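 active = mean replicate activation score at least 90 and every replicate individually at or above 90; inconclusive = only one of the two criteria met; inactive = neither criterion met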;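 note: higher luciferase means less miR-122 activity so hits act as miR-122 inhibitors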
# C2C12 statin = protects C2C12 myotubes from simvastatin toxicity; 330,000 compounds, 0.78% hits; ATP luminescence, 48 h; scaled: DMSO 0, geranylgeraniol control 100; AID 602340; rescue of ATP level, % at 7.49 µM;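 active = mean ATP rescue above about 67%, or every replicate alone reaching that limit, limit read from the data, passing the limit was not always enough; inconclusive = no clear call, values can overlap the other calls; inactive = mean under the limit and some replicate under it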;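 note: myotubes were challenged with 10 µM simvastatin during compound exposure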
# ARNT-TACC3 inh = disrupts binding between human ARNT and TACC3; 390,000 compounds, 0.66% hits; Q9Y6A5; AID 623870; AlphaScreen His-ARNT PAS-B/GST-TACC3 binding, luminescence; TACC3 fragment carries E629A point mutation; inhibition, % at 9.99 µM;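 active = mean inhibition of replicates at least 50% and at least half of replicates each reaching 50%; inconclusive = half or more replicates reach 50% but mean below 50%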;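 note: 0% = complete ARNT plus TACC3 wells and 100% = ARNT alone without TACC3; many hits fall short of the cut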
# ERp5 inh = inhibitors of human ERp5; Q15084; ERp5 insulin aggregation, absorbance 650 nm, 90 min; inhibition, % at 9.99 µM; 350,000 compounds, 0.05% hits;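 active = mean replicate inhibition above about 25%, with every replicate also reaching it, limit read from the data, passing the limit was not always enough; inconclusive = only one of those two criteria met; inactive = neither criterion met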
# Target sequence (Q15084 whole entry, looked up): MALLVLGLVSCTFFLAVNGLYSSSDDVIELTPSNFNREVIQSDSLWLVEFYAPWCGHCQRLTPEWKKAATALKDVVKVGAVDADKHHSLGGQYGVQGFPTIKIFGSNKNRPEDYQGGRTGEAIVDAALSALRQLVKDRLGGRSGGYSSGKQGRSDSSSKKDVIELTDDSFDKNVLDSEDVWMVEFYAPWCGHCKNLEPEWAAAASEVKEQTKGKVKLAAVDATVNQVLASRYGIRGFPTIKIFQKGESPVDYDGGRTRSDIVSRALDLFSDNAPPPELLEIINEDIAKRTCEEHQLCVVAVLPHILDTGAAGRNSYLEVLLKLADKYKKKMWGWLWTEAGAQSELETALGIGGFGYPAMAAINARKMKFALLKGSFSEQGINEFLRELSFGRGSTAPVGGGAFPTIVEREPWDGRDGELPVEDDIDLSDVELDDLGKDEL
# esBAF inh = inhibitors of esBAF chromatin remodeling in mouse ES cells | Bmi1-luciferase knock-in reporter, 24 h; 100% = twice the neutral-well signal | reporter increase, % at 12.5 µM | 350,000 compounds, 2% hits | AID 602393; in the data active = activation above about 40%; inconclusive = no clear call, values can overlap the other calls;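 note: 0% = median of the plate's neutral control wells and 100% = double that signal; a rise in the Bmi1 reporter signal indicates esBAF inhibition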
# Cneo AK release = causes C. neoformans cell lysis | adenylate kinase release luminescence, 4 h; normalised: neutral wells 0, clomiphene wells 100 | AID 651654 | lysis activity, % at 15 µM | 360,000 compounds, 0.2% hits;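 active = mean lysis activity across replicates of at least 80%, whatever share of replicates individually reach that level; inactive = mean lysis activity below 80%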
#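 Material – Cryptococcus neoformans yeast cells · Quantity – 5 × 10^6 yeast cells/mL · Buffer or medium – YPD medium · Compound – single dose · Timing – 4 h static compound exposure, 37 °C, read 1 h post-reagent · Signal – adenylate kinase release luminescence · Read-out basis – lysis from increased AK signal · Benchmarks – Clomiphene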
# SIRT5 inh = blocks human SIRT5 desuccinylation of peptide | Q9NXA8 | Purified SirT5, succinyl-peptide AMC, trypsin-coupled fluorescence | inhibition, % at 15 µM | 330,000 compounds, 1.1% hits; in the data active = inhibition above about 15%; inconclusive = no clear call, values can overlap the other calls
# Target sequence (Q9NXA8 whole entry, looked up): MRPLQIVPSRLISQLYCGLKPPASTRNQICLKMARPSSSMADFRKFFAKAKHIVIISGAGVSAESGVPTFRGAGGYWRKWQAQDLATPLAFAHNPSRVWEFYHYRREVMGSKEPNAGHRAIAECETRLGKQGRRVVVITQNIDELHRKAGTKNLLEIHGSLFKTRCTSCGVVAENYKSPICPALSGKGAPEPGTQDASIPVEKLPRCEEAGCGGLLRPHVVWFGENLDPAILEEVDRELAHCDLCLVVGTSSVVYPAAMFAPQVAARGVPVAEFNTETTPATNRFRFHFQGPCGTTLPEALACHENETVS
# Numbers without * were called inactive; ? = inconclusive; . = not tested or not shown; & = joins results of further samples; [ ] = remark or other dose.
item	mol	miR122 inh	C2C12 statin	ARNT-TACC3 inh	ERp5 inh
1	COCC#Cc1cnc2c(c1)C(=O)N([C@H](C)CO)C[C@H](C)[C@@H](CN(C)C)O2	-0.7[16.7 µM]	-3.9	0.4	1.1
2	CC(=O)c1sc2c(c1OC(=O)c1ccc(Cl)cc1Cl)c(=O)n(-c1ccccc1)c(=S)n2-c1ccccc1	-1.7	5.6	-2.8	-1.0
3	COc1ccc2c(c1)C=C(CN1CCN(C(C)C)C(CCO)C1)CO2 (configuration not stated)	-0.2	7.7	-5.4	5.6
4	O=C(NCC1CCCO1)C1CCN(C2CCN(C3CCCCCC3)CC2)CC1 (configuration not stated)	.	.	-1.2	7.3
5	COc1ccc(NC(=O)c2cc(CC(C)C)nc3ccccc23)cc1	21.2	11.0	-12.5	1.0
6	O=C(/C=C/c1ccc(S(=O)(=O)N2CCOCC2)cc1)NC(CO)C(O)c1ccc([N+](=O)[O-])cc1 (configuration not stated)	-3.7	-1.2	9.2	0.3
7	CCCCc1ccc(NC(=O)Cn2c(=O)c(N3CCCCC3)c(N)n(C)c2=O)cc1	0.0	0.7	-20.9	0.6
8	O=C(NCCOc1ccccc1)c1cc(S(=O)(=O)N2CCOCC2)ccc1F	2.5	2.0	-4.1	-4.6

item	esBAF inh	Cneo AK release	SIRT5 inh
1	-0.9	51.4	0.2
2	0.8	-1.3	-4.0
3	-6.1	-1.4	0.2
4	.	.	-0.9
5	8.1	22.0	-1.6
6	2.4	-1.0	1.1
7	2.4	0.8	-0.7
8	11.5	2.1	-3.6

# Next records follow.
item	mol	miR122 inh	C2C12 statin	ARNT-TACC3 inh	ERp5 inh
9	CCOC(=O)C1=C(C)NC(C)=C(C(=O)OC)C1c1cccc([N+](=O)[O-])c1 (configuration not stated)	-3.1	0.5	-3.9	2.8
10	CCc1ccc2oc(C(=O)NCc3ccc(S(N)(=O)=O)cc3)c(C)c2c1	-2.3	-1.1	-4.0	-3.6
11	O=S(=O)(c1ccc(F)cc1)N1CCCCN2[C@H](C1)[C@@H](c1ccc(C#CC3CC3)cc1)[C@@H]2CO	-6.9[16.7 µM]	-3.8	7.6	-4.5
12	CN(C)C(CN=C1NS(=O)(=O)c2ccccc21)c1ccco1 (configuration not stated)	3.0	-4.9	3.3	-2.9
13	COc1ccc(CN(C)C[C@@H]2Oc3ccc(NC(=O)C4CCCCC4)cc3C(=O)N([C@H](C)CO)C[C@@H]2C)cc1	-5.4[16.7 µM]	-38.5	3.2	-2.7
14	Cc1cc(C(=O)NN=Cc2ccc(-c3ccc(F)cc3)o2)c(C)o1	-0.2	9.1	-0.8	4.2
15	CCCCn1c(N)c(N(CCOC)C(=O)Cn2c(=O)oc3ccccc32)c(=O)[nH]c1=O	2.2	-5.4	-6.9	3.1
16	CCCNC(=O)Nc1ccc2c(c1)C(=O)N(C)C[C@H](OC)[C@@H](C)CN(Cc1ccccn1)[C@H](C)CO2	13.4[16.7 µM]	-16.2	8.8	.

item	esBAF inh	Cneo AK release	SIRT5 inh
9	-0.8	-1.5	-3.9
10	26.4	-1.6	.
11	-4.0	-1.0	8.1
12	-0.3	.	1.5
13	-1.3	2.2	2.7
14	6.7	-0.4	-3.9
15	-0.8	1.5	0.2
16	0.3	-0.9	.

# Next part
item	mol	miR122 inh	C2C12 statin	ARNT-TACC3 inh	ERp5 inh
17	COCC(=O)Nc1ccc2c(c1)[C@H]1C[C@H](CC(=O)N3CCN(C)CC3)O[C@@H](CO)[C@H]1O2	1.0[16.7 µM]	1.4	-2.0	.
18	O=C1NC(=Nc2ccccc2)c2c1cccc2[N+](=O)[O-]	-2.0	.	2.9	.
19	Cc1ccc(NC(=O)C(c2ccccc2)N2CCN(CC(=O)N3CCOCC3)CC2)cc1 (configuration not stated)	1.8	12.6	8.7	-0.4
20	CCC(=O)Nc1ccc2c(c1)C(=O)N(C)C[C@@H](OC)[C@H](C)CN(Cc1cccnc1)[C@H](C)CO2	-2.1[16.7 µM]	-1.1	-5.7	1.7
21	COCCN(C(=S)Nc1cccc(OC)c1)C1CCN(C(C)C)CC1	.	.	-0.1	-1.7
22	Cc1oc2cc3oc(=O)c(CCC(=O)NCCN4CCOCC4)c(C)c3cc2c1C	-6.1	0.7	17.6	1.6
23	COc1ccc(CC(=O)NCC2CCCN(Cc3ccc(F)cc3F)C2)cc1 (configuration not stated)	-0.8	11.0	-1.3	4.2
24	COC(=O)NC1CCC(CC2CCC(NC(=O)OC)CC2)CC1 (configuration not stated)	-5.4	13.3	-2.4	.

item	esBAF inh	Cneo AK release	SIRT5 inh
17	1.2	18.6	.
18	.	-5.6	.
19	23.7	-0.9	-0.4
20	-2.9	-2.0	-1.6
21	.	.	-2.1
22	22.0	7.8	.
23	0.9	0.8	-9.7
24	5.1	-0.1	.

# Next entries follow:
item	mol	miR122 inh	C2C12 statin	ARNT-TACC3 inh	ERp5 inh
25	COc1cc(CNCc2ccccn2)ccc1OCc1c(Cl)cccc1Cl	3.4	-11.7	56.4*	?
26	Cc1cccc(Oc2ncccc2[N+](=O)[O-])c1C	2.4	6.7	-1.9	4.4
27	CCC(C)c1ccccc1NC(=O)COC(=O)c1ccc(N2CCCC2)c([N+](=O)[O-])c1 (configuration not stated)	.	.	-1.6	2.0
28	O=C(NC1CCCC1)C(c1ccc(F)cc1)N(Cc1ccccc1)C(=O)c1csnn1 (configuration not stated)	6.2	1.9	4.5	-1.6
29	O=C(c1cc(=O)[nH]c2ccccc12)N1CCN(c2ccccc2)CC1	-3.3	-0.8	-2.9	0.8
30	C=CCN1C(=O)/C(=C2/Sc3ccccc3N2CC)SC1=S	-2.3	0.7	6.9	2.2
31	O=C(NC(=S)N(CCO)Cc1ccccc1)c1cc(Br)ccc1Cl	.	.	-2.7	-5.1
32	CCCCOC(=O)C(C#N)c1nc2ccccc2nc1N1CCN(Cc2ccc3c(c2)OCO3)CC1 (configuration not stated)	-2.5	-2.8	14.7	.

item	esBAF inh	Cneo AK release	SIRT5 inh
25	15.3	0.0	-2.1
26	-0.5	1.1	-3.4
27	.	.	-3.5
28	-4.2	7.4	.
29	-7.3	-0.3	3.1
30	-6.7	0.8	.
31	.	.	3.5
32	-4.9	7.8	.

# Five records picked at random from the list so far, as already listed:
item	mol	miR122 inh	C2C12 statin	ARNT-TACC3 inh	ERp5 inh
25	COc1cc(CNCc2ccccn2)ccc1OCc1c(Cl)cccc1Cl	3.4	-11.7	56.4*	?
28	O=C(NC1CCCC1)C(c1ccc(F)cc1)N(Cc1ccccc1)C(=O)c1csnn1 (configuration not stated)	6.2	1.9	4.5	-1.6
26	Cc1cccc(Oc2ncccc2[N+](=O)[O-])c1C	2.4	6.7	-1.9	4.4
29	O=C(c1cc(=O)[nH]c2ccccc12)N1CCN(c2ccccc2)CC1	-3.3	-0.8	-2.9	0.8
30	C=CCN1C(=O)/C(=C2/Sc3ccccc3N2CC)SC1=S	-2.3	0.7	6.9	2.2

item	esBAF inh	Cneo AK release	SIRT5 inh
25	15.3	0.0	-2.1
28	-4.2	7.4	.
26	-0.5	1.1	-3.4
29	-7.3	-0.3	3.1
30	-6.7	0.8	.

# (list continues)
item	mol	miR122 inh	C2C12 statin	ARNT-TACC3 inh	ERp5 inh
33	CCc1cnc(N2[C@H](C#N)[C@@H](c3ccccc3)[C@H]2CO)s1	.	-15.3	-28.8	9.4
34	Cc1ccccc1-c1nnc(Cc2ccccc2)o1	.	.	-7.4	-1.8
35	COC(=O)c1c(C)nn(-c2ccc(F)c(Cl)c2)c1-c1cc(C)on1	.	0.2	-2.3	4.5
36	COc1ccc(C(C)(O)c2nc(-c3cccc(C#N)c3)cs2)cc1 (configuration not stated)	1.3	-1.8	.	1.7
37	CCN(C[C@H]1N[C@@](CC)(C(=O)OC)[C@H]2C(=O)N(C)C(=O)[C@@H]12)S(=O)(=O)c1ccc(F)cc1	.	4.4	-3.0	6.9
38	CCN(C(=O)COC(=O)c1cnc(C)cn1)C1CCS(=O)(=O)C1 (configuration not stated)	-4.3	-1.9	.	2.3
39	CC(CCc1ccccc1)OS(N)(=O)=O (configuration not stated)	-4.2	1.2	-2.0	5.9
40	CCCCN(C(=O)c1oc2ccc(OCC)cc2c1C)c1c(N)n(CCCC)c(=O)[nH]c1=O	-8.2	-0.6	-8.5	5.3

item	esBAF inh	Cneo AK release	SIRT5 inh
33	5.4	-1.0	-3.1
34	.	.	-2.1
35	-14.2	.	-1.9
36	3.5	0.7	.
37	-5.3	-0.1	-4.7
38	-9.7	-1.1	-4.0
39	0.5	1.9	-1.4
40	0.4	0.0	0.7

# Continued:
item	mol	miR122 inh	C2C12 statin	ARNT-TACC3 inh	ERp5 inh
41	CSCC[C@H](NC(=O)N1CCn2c1nc1ccccc12)C(=O)NCc1ccccc1	5.3	-6.0	5.4	-2.9
42	CCOC(=O)CNc1c(-c2ccccc2)nc2ccc(Cl)cn12	-2.8	98.5*	13.6	.
43	CCn1nc(C)cc1C(=O)n1nc(C)c(Sc2ncccn2)c1C	.	.	-2.8	4.7
44	Cc1noc(C)c1COc1ccc(C(=O)N2CCN(S(=O)(=O)c3ccc(F)cc3)CC2)cc1	.	7.3	.	9.7
45	COc1ccc(NC(=O)N(C)C[C@H]2Oc3ccc(NC(=O)Nc4ccc(C(F)(F)F)cc4)cc3C(=O)N([C@H](C)CO)C[C@@H]2C)cc1	-1.9	8.8	1.4	3.8&-3.8
46	Cc1ccc2c(cnn2C(=O)CCCC(=O)NCc2cccc(F)c2)c1	-1.0	-3.6	-1.9	4.7
47	CNC(=O)C1CC(=O)N/C(=N/N=C(\C)c2cccs2)S1 (configuration not stated)	-4.9	4.1	2.1	.
48	CCCN(C)C[C@H]1Oc2cc(C#Cc3ccccc3)ccc2S(=O)(=O)N([C@@H](C)CO)C[C@H]1C	16.1[16.7 µM]	-3.6	3.3	8.8

item	esBAF inh	Cneo AK release	SIRT5 inh
41	-1.6	0.5	1.2
42	36.4	-1.1	.
43	.	.	-1.2
44	-0.1	0.0	0.4
45	6.5	3.4	1.9&-1.9
46	-1.1	-2.3	2.3
47	-3.0	-1.8	.
48	-5.8	2.2	1.0

# (cont.)
item	mol	miR122 inh	C2C12 statin	ARNT-TACC3 inh	ERp5 inh
49	CO[C@@H]1CN(C)C(=O)c2ccc(NC(=O)c3cc(C)on3)cc2OC[C@@H](C)N(C(C)=O)C[C@H]1C	-6.5[16.7 µM]	1.0	4.0	0.8
50	COC(=O)Cc1c(O)ccn(Cc2ccc(Cl)c(Cl)c2)c1=O	.	.	-1.0	2.6
51	C[C@H]1CN([C@@H](C)CO)C(=O)c2cc(NS(=O)(=O)c3ccccc3)ccc2O[C@H]1CN(C)C(=O)Nc1cccc2ccccc12	5.2[16.7 µM]	31.7	28.4	-2.1
52	Cc1cccc(-c2cc(C(=O)N3CCCc4ccccc43)c3ccccc3n2)c1	1.9	.	-3.3	.
53	O=C(NCc1cccc(C(F)(F)F)c1)C1CCCN(c2ncccn2)C1 (configuration not stated)	-0.4	26.8	0.5	.
54	CN(C)S(=O)(=O)c1ccc(N2CCN(S(=O)(=O)c3ccc(F)cc3)CC2)c(Cl)c1	9.1	10.1	-7.2	.
55	CN1CCN(c2ncnc3c2[nH]c2ccc(F)cc23)CC1	-5.7	.	-3.8	.
56	CNC[C@H]1Oc2cc(-c3cccnc3)ccc2S(=O)(=O)N([C@@H](C)CO)C[C@H]1C	3.0[16.7 µM]	-14.4	.	.
57	Cc1c(C)n(C)c2ccc(C(=O)NCCN3CCOCC3)cc12	.	-13.0	5.2	0.4
58	COc1ccc(NC(=O)N[C@H]2C=C[C@H](CC(=O)NC3CCC3)O[C@@H]2CO)cc1	.	0.9	-4.6	15.8

item	esBAF inh	Cneo AK release	SIRT5 inh
49	2.7	-0.3	-1.7
50	.	.	-3.2
51	5.3	45.3	4.4
52	.	-5.6	.
53	-5.7	1.7	.
54	3.4	13.1	.
55	6.1	6.3	.
56	3.7	.	.
57	4.2	-1.7	33.7*
58	0.0	-1.1	2.8
